SKKanGAS inh: inhibitors of SKKanGAS S. pyogenes growth in kanamycin (SK-promoter or general growth effect); AID 1662; 300,000 tested, 1.3% active; inhibition, % at 7.5 µM; BacTiter-Glo, 6 h;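 active = mean replicate score, as percent of positive control median, at least 50; inconclusive = mean below 50 but one replicate at or above 50; inactive = mean and every replicate below 50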;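 note: strain carries kanamycin resistance gene driven by streptokinase promoter and grows in 40 µg/ml kanamycin; loss of luminescence reflects streptokinase promoter inhibition or plain growth inhibition; 0% = median of DMSO wells and 100% = positive control at its reference dose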
RGS4 pot: RGS4 potentiation or activation | HEK293 M3R/inducible RGS4, carbachol calcium flux Fluo4; stronger effect = lower value | B-score at 10 µM | 310,000 tested, 0.92% active | AID 463111;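 active = B-score of the integrated calcium signal more than 4 SD below the library mean, with starting fluorescence not abnormally high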;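 note: negative B-score means reduced calcium response which marks RGS4 activation or potentiation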
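Detection: kinetic calcium fluorescence imaging with Fluo4-AM dye, 2 µM / Material: HEK293 cells with stable M3R and inducible RGS4 / Schedule: recording 10 s baseline at 1 Hz, 100 s post-agonist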
MrgX1 allo act: allosterically activates human MrgX1 receptor signaling | B-score at 10 µM | 310,000 tested, 0.63% active | Q96LB2 | MrgX1-HEK293, Fluo-4 calcium flux, FDSS; stronger effect = higher value;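 active = plate-corrected calcium response at least 3 library SD above typical, normal starting fluorescence, not activating the receptor alone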;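 note: compound read alongside a low EC10 to EC30 dose of BAM8-22 agonist; peak minus trough fluorescence over baseline measured at the second addition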
Target sequence (Q96LB2 whole entry, looked up): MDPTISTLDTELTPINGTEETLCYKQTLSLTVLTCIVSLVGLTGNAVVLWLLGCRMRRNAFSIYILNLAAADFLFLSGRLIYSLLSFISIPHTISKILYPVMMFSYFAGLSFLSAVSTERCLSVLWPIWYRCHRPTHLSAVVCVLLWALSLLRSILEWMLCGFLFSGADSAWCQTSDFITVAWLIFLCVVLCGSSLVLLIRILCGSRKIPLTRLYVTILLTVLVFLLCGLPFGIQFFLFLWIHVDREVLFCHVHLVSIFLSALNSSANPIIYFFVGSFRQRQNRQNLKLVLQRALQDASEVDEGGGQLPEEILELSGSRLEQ
TRPC4 inh: inhibitors of mouse TRPC4 channel; 300,000 tested, 0.39% active; AID 2247; Q9QUQ5; HEK293 TRPC4beta/mu-opioid, DAMGO-evoked Fluo4 calcium flux; stronger effect = lower value; B-score at 10 µM;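 active = B-score over 3 SD under the library average, no early fluorescence shift, positive overall ratio signal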
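System: stable TRPC4beta/mu-opioid receptor HEK293 cells; Dosing: single-point compound dosing; Measured by: Fluo4 Ca2+ flux fluorescence; Read-out basis: per-well B score of integrated baseline-normalized Fluo4 ratio.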
RGS4 block: inhibitors of human RGS4 | P49798 | HEK293 M3R/RGS4 inducible, Fluo-4 calcium flux; stronger effect = higher value; triggered by carbachol at its EC20 | B-score at 10 µM | 310,000 tested, 0.45% active | AID 463165;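 active = B-score, a plate-corrected calcium signal, over three deviations above library mean, with baseline fluorescence within five deviations of library mean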;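 note: RGS4 expression induced by doxycycline in cells with stable M3 receptor; B-score is computed from the integrated fluorescence ratio over baseline after carbachol; higher B-score means a larger calcium signal and so more RGS4 inhibition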
Target sequence (P49798 whole entry, looked up): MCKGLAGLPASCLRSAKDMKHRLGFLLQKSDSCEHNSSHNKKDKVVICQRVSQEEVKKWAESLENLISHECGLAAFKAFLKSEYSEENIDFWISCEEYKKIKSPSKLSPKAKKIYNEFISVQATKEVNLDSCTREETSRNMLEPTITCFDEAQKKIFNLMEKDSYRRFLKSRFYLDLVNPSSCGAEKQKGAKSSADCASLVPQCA
MrgX1 ag: agonists of human MrgX1 receptor; 310,000 tested, 0.44% active; Q96LB2; MrgX1-HEK293 cells, Fluo-4 calcium fluorescence, agonist mode; stronger effect = higher value; B-score at 10 µM;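 active = calcium response B-score plate-corrected fluorescence ratio at least 3 library SD, with starting fluorescence B-score inside 5 SD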
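Material: HEK293 cells stably expressing human MrgX1 receptor | Quantity: 15,000 cells per well | Times: Cells plated overnight, dye loaded 0.5 h 37 °C, 0.5 h room temperature | Measured by: Kinetic Fluo-4 NW fluorescence of intracellular calcium | Control set: Positive and negative controls per plate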
MrgX1 antag: blocks BAM8-22 activation of human MrgX1 receptor; B-score at 10 µM; 310,000 tested, 1.3% active; AID 588676; Q96LB2; MRGX1-HEK293 calcium flux, Fluo-4, BAM8-22 antagonism; stronger effect = lower value;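 active = calcium-response B-score plate-corrected more than 3 library SD below zero, starting fluorescence within 5 deviations, no agonist response on first addition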;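 note: peak minus trough fluorescence over baseline after final BAM8-22 challenge near maximal dose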
TRPC6 inh: mouse TRPC6 channel inhibition; Q61143; HEK293-TRPC6, membrane potential dye, ACh-evoked depolarization; stronger effect = lower value; B-score at 10 µM; 310,000 tested, 1.1% active;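 active = B-score under library mean minus 3 SD, initial fluorescence not abnormally high, positive integrated signal ratio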;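 note: B-score derived from integrated fluorescence ratio over the kinetic read; more negative B-score means stronger inhibition of depolarization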
TRPC6 activator: mouse TRPC6 channel activation; AID 2550; 310,000 tested, 0.13% active; HEK293-TRPC6 membrane potential dye fluorescence; stronger effect = higher value; B-score at 10 µM; Q61143;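 active = B-score of the integrated fluorescence ratio above library mean plus 3 SD, and starting fluorescence ratio within library mean plus 5 SD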;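 note: higher score means more depolarization so channel activation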
HIF act: HIF pathway transcriptional activation; U2OS HRE-luciferase reporter, luminescence; normalized: DMSO 0%, desferrioxamine 100%; activation, % at 7.5 µM (by protocol); 300,000 tested, 0.32% active;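 active = mean activation of at least 10% of the iron chelator positive control signal, with at least half of replicates also reaching 10%; inconclusive = mean and replicate majority disagree about reaching 10%; inactive = mean and most replicates under 10%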
Platelet DG rel: platelet dense granule release activity. human platelet-rich plasma, SFLLRN dense granule ATP release, luminescence. inhibition, %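 (compounds screened at 7.5 µM in platelet-rich plasma)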. 300,000 tested, 0.22% active. AID 1663;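 active = mean replicate score, as percent of positive control, at or above 50; inconclusive = mean below 50 but at least one replicate at or above 50; inactive = mean and every replicate below 50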
* hit, by the source's call; i = inactive; ? = inconclusive.

SMILES | SKKanGAS inh | RGS4 pot | MrgX1 allo act | TRPC4 inh | RGS4 block | MrgX1 ag | MrgX1 antag | TRPC6 inh | TRPC6 activator | HIF act | Platelet DG rel
CCCN(CC(=O)Nc1ccccc1C)C(=O)c1ccc(Cl)c(S(=O)(=O)N2CCCC2)c1 | -1.4 | i | i | i | i | i | i | i | i | -0.9 | 2.8
CCOC(=O)C1=C(c2ccccc2)NC(=O)NC1c1cc(OC)c(OC)cc1OC (configuration not stated) | -2.3 | i | i | i | i | i | i | i | i | 0.1 | -9.3
Cc1ccc(C(=O)N/C(=C/c2cccs2)C(=O)N2CCCCCC2)cc1 | -14.8 | i | i | i | i | i | i | i | i | 3.4 | -15.1
COc1cc(/C=N/NC(=O)C(C)Nc2n[nH]c(=O)[nH]c2=O)ccc1O (configuration not stated) | -2.7 | i | i | i | i | i | i | i | i | -0.2 | -1.5
O=C(COC(=O)c1cc[n+]([O-])cc1)Nc1ccccc1Sc1ccccc1 | 0.1 | i | i | i | i | i | i | i | i | -1.0 | 0.1
CCCC1(c2ccccc2)NC(=O)N(CC(=O)Nc2cc(S(=O)(=O)N3CCOCC3)ccc2Cl)C1=O (configuration not stated) | -2.6 | i | i | i | i | i | i | i | i | -0.7 | -5.3
COC(=O)c1ccc2c(c1)S(=O)(=O)NC(=NCCCN1CCOCC1)S2 | 3.9 | i | i | i | i | i | i | i | i | -0.3 | 4.2
COCc1nnc(NS(=O)(=O)c2ccc(F)cc2)s1 | -2.4 | i | i | i | i | i | i | i | i | -0.1 | 3.5
Cc1ccc(C(=O)N/C(=C\c2cccs2)C(=O)NCCCn2ccnc2)cc1 | 16.4 | i | i | i | i | i | i | i | i | 0.1 | 2.6
Cc1ccccc1NC(=S)NC(NC(=O)C(C)(C)C)C(Cl)(Cl)Cl (configuration not stated) | -7.0 | i | i | i | i | i | i | i | i | -0.3 | 0.2
CC(=O)c1ccc(NC(=O)CSc2nc(=O)cc(N)n2-c2ccccc2)cc1 | 4.7 | i | i | i | i | i | i | i | i | 3.6 | 1.0
COc1cc(/C=N/NC(=O)CSCc2ccc([N+](=O)[O-])cc2)cc(OC)c1OC | -19.9 | i | i | i | i | i | i | i | i | -0.4 | -1.4
COCC1CCN(Cc2cn[nH]c2-c2cc3ccccc3o2)C1 (configuration not stated) | -1.7 | i | i | i | i | i | i | i | i | -0.3 | -2.3
Cc1cc(NS(=O)(=O)c2ccc(NC(=O)COc3ccc(Cl)cc3Cl)cc2)no1 | 5.7 | i | i | i | i | i | i | i | i | -0.1 | -10.0
CCc1ccc2[nH]c(=O)c(CN(CCN(CC)CC)C(=S)NCc3ccco3)cc2c1 | 10.6 | i | i | i | i | i | i | i | i | -1.1 | 7.4
CC(NC(=O)c1ccccc1F)c1nnc(SCC(=O)Nc2nccs2)n1C (configuration not stated) | 1.5 | i | i | i | i | i | i | i | i | 0.1 | -1.6
CCC(=O)Nc1sc2c(c1C#N)CC(C)(C)NC2(C)C | -2.9 | i | i | i | i | i | i | i | i | -0.3 | 0.4
Cc1cc(=O)n2nc(N3CCC(C(=O)NCCc4ccc(Cl)cc4)CC3)sc2n1 | -12.1 | i | i | i | i | i | i | i | i | 0.3 | 2.1
CC(C)N1C(=O)/C(=C\c2nc3ccccc3c(=O)n2-c2ccccc2)c2ccccc21 | 2.1 | i | i | i | i | i | i | i | i | 0.0 | -19.0
Cc1ccccc1CC1SC(N)=NC1=O (configuration not stated) | -2.3 | i | i | i | i | i | i | i | i | 2.2 | 4.6
COc1cc(NC(=O)COc2ccccc2[N+](=O)[O-])ccc1NC(=O)c1ccco1 | 4.5 | i | i | i | i | i | i | i | i | 1.7 | 0.9
S=C(NCCc1ccccn1)NC1CCCCC1 | -1.5 | i | i | i | i | i | i | i | i | 4.0 | -0.7
COC(=O)c1sccc1S(=O)(=O)NC(C)c1cnn(-c2ccc(OC)cc2)c1C (configuration not stated) | 31.7 | i | i | i | i | i | i | i | i | 0.3 | -4.8
O=C(O)c1cccc(Nc2nc3ccccc3nc2NS(=O)(=O)c2cccs2)c1 | 15.2 | i | i | i | i | i | i | i | i | 0.0 | 1.9
Cc1c(=O)n(OCc2ccc(Cl)cc2)c2ccccc2[n+]1[O-] | 7.2 | i | i | i | i | i | i | i | i | 0.0 | -4.4
COc1ccccc1N1CCN(C(CNC(=O)C2CCCCC2)c2cccnc2)CC1 (configuration not stated) | -4.3 | i | i | i | i | i | i | i | i | -0.1 | 0.8
Cc1ccc(NC(=O)C2CC(=O)NC(Nc3cccc(C)c3)=N2)cc1 (configuration not stated) | -4.5 | i | i | i | i | i | i | i | i | -0.2 | 4.6
Cc1ccc(-c2cc(C#N)c(=O)n(Cc3c(Cl)cccc3Cl)c2)cc1 | 6.4 | i | i | i | i | i | i | i | i | 1.5 | -5.7
COC(=O)c1ccccc1NC(=O)COC(=O)CSCC(=O)N1CCOCC1 | -9.0 | i | i | i | i | i | i | i | i | -0.7 | 0.3
Cc1ccc(NC(=O)CC(O)(C(F)(F)F)C(F)(F)F)cc1 | 13.6 | i | i | i | i | 47.8* | i | i | i | -0.6 | 0.2
NC(=O)c1ccc(N2CCOCC2)nc1 | -16.7 | i | i | i | i | i | i | i | i | 0.3 | -11.0
Cc1ccc(OCCC(=O)NCCc2ccc(S(N)(=O)=O)cc2)cc1 | -2.3 | i | i | i | i | i | i | i | i | -0.1 | -0.9
O=C(Nc1cc2c3c(c1)CC(=O)N3CCC2)c1cccc(F)c1 | -0.3 | i | i | i | i | i | i | i | i | 1.2 | 3.0
COC(=O)C(C)Oc1ccc(=O)[nH]n1 (configuration not stated) | -2.8 | i | i | i | i | i | i | i | i | -0.3 | 6.7
CC(C)(C)NC(=O)COC(=O)c1ccc(Cl)nc1 | -5.0 | i | i | i | i | i | i | i | i | 71.0* | -3.3
CCOC(=O)CNC(=S)SC | 0.0 | i | i | i | i | i | i | i | i | -0.5 | -0.4
CCOC(=O)C1=C(C)N(c2ccc(C)cc2)C(=O)/C1=C\c1ccc(O)c(OC)c1 | -25.5 | i | i | i | i | i | i | i | i | -0.2 | ?
Cc1cc(C)cc(N2CC34C=CC(O3)C(C(=O)OCC(=O)NCc3ccco3)C4C2=O)c1 (configuration not stated) | 4.7 | i | i | i | i | i | i | i | i | 0.3 | 1.3
COc1ccc(C2c3c(oc4ccccc4c3=O)C(=O)N2CCCN2CCOCC2)cc1 (configuration not stated) | 8.0 | i | i | i | i | i | i | i | i | 1.1 | -0.9
CCN(CC)C(=S)SCC(=O)Nc1nc(-c2ccccc2)c(-c2ccccc2)o1 | 83.3* | i | i | i | i | i | i | i | i | -0.3 | -1.8
Cc1ccc2c(c1)C(=C(C#N)C#N)C(=O)N2CCN1CCCCC1 | 2.7 | i | i | i | i | i | i | i | i | 0.1 | 15.0
CC(=O)Oc1ccc(C(C)=O)c2c1OCCO2 | -1.7 | i | i | i | i | i | i | i | i | 1.1 | -2.9
Cc1ccc(C(=O)Nc2nnc(COc3ccccc3)s2)cc1 | 10.6 | i | i | i | i | i | i | i | i | 1.3 | -0.5
O=C(c1cccnc1)N1C2C=CC(C2)C1(C(F)(F)F)C(F)(F)F (configuration not stated) | 0.1 | i | i | i | i | i | i | i | i | 0.2 | 2.4
O=C(CC1SC(N2CCCC2)=NC1=O)Nc1ccc(C(=O)NCCc2ccc(F)cc2)cc1 (configuration not stated) | 0.5 | i | i | i | i | i | i | i | i | -0.5 | 6.1
CCC(=O)Nc1ccc(C(=O)CSc2nnc(-c3ccc(NS(=O)(=O)CC)cc3)o2)cc1OC | 17.1 | i | i | i | i | i | i | i | i | -0.7 | -1.4
Cn1c(=O)c2cc(S(=O)(=O)NC(Cc3ccccc3)C(=O)NCc3ccco3)ccc2n(C)c1=O (configuration not stated) | 0.0 | i | i | i | i | i | i | i | i | -0.1 | -6.5
Cc1ccc(/C=N/NC(=O)c2ccco2)s1 | -8.7 | i | i | i | i | i | i | i | i | 3.7 | -5.0
COc1cccc(C2CC(c3ccccc3Cl)n3nnnc3N2)c1 (configuration not stated) | 2.9 | i | i | i | i | i | i | i | i | -0.1 | -0.7
CC(=O)NC(Cc1cccc(F)c1)C(=O)NC1CCN(C(=O)Nc2ccc(C)cc2)CC1 (configuration not stated) | -0.7 | i | i | i | i | i | i | i | i | 0.6 | -9.4
Cc1ccc(S(=O)(=O)N2CCCCC2C)cc1[N+](=O)[O-] (configuration not stated) | -0.8 | i | i | i | i | i | i | i | i | -1.0 | 0.1
CCN(CC)c1ccc(-n2c(O)c(C=C3N=c4ccccc4=N3)sc2=S)cc1 | 3.9 | i | i | i | i | i | i | i | i | 0.2 | -13.1
Fc1ccc(N2CCN(Cc3cnc(N4CCOCC4)s3)CC2)cc1 | 0.4 | i | i | i | i | i | i | i | i | 0.5 | 1.5
Cc1csc(=N)n1-c1ccc(Cl)cc1 | 8.2 | i | i | i | i | i | i | i | i | 0.1 | 6.8
COc1ccc(OC)c(CCNC(=O)c2ccc3c(c2)N(Cc2ccc(F)cc2)CCS3)c1 | 15.1 | i | i | i | i | i | i | i | i | 0.5 | 1.2
Cc1nc(-c2noc(-c3ccc(Cl)cc3)n2)c(C(F)(F)F)o1 | 1.8 | i | i | i | i | i | i | i | i | 1.2 | -11.0
COc1ccc(CNS(=O)(=O)c2ccc3c(c2)CC(C)N3C(=O)C2CC2)cc1 (configuration not stated) | -3.0 | i | i | i | i | i | i | i | i | -0.1 | 4.8
O=C(NCc1nc2ccccc2[nH]1)c1cc2ccccc2oc1=O | -5.0 | i | i | i | i | i | i | i | i | 0.6 | -3.5
O=C(CCn1cnc2ccccc21)N=Nc1c(O)[nH]c2ccccc12 | 1.3 | i | i | i | i | i | i | i | i | 0.5 | 3.1
